From PubChem
Tb PFK inh: inhibitors of T. brucei phosphofructokinase; Potency, µM (titrated, usually from 57.5 µM), for the others: at the top dose activity, negative = inhibition, hits mostly inhibitors; AID 485367; T. brucei PFK, ADP-Glo luminescence; hit rate 0.17% among 330,000; O15648;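 also: potency is read from the fitted curve at half-maximal effect; 0% = uninhibited 1x PFK enzyme wells and -100% = no-enzyme wells; nearly all actives have a fitted effect of over 60% in size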
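1.25 nM PFK with 0.5 mM F6P and 0.1 mM ATP in 0.1 M TEA pH 8.0, 5 mM MgCl2, incubated 45 min at room temperature; ADP measured by ADP-Glo luminescence; compounds titrated up to 57 uM.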
TCR activator: activators of T cell receptors. Potency, µM (doses to about 9.22 µM), for inactives: at the top dose activation of IL-2 secretion, usual class: activators. primary human leukocytes, anti-CD3, IL-2 HTRF, 48 h. AID 504894. 330,000 tested, under 10 active; also: % of control where 0% means no effect
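Primary human leukocytes were stimulated with a-CD3 beads plus compounds for 48 hr without co-stimulation; secreted IL-2 was quantified by HTRF using a-IL-2-K (europium cryptate) and a-IL-2-d2, excited at 320nm with acceptor emission read at 665nm.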
TSHR antagonist: antagonists of human thyroid stimulating hormone receptor; hit rate 0.2% among 330,000; activity change, negative = inhibition, % at 11.5 µM; AID 504810; TSHR-expressing cells, TSH-stimulated cAMP HTRF, 2 h; stronger effect = lower value;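 active = activity change below a set negative limit, meaning inhibition stronger than a set level, cut at about -70% in these data; inconclusive = activity change between two set negative limits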; also: % is scaled to controls: 0 for no effect and ±100 for the full control effect
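Antagonism was scored as loss of TSH-driven cAMP in TSHR cells, stimulated with 4nM TSH (EC80) for 2 hours at 37 deg C and detected by homogeneous HTRF competition immunoassay.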
ASM inhibitor: inhibitors of human secretory acid sphingomyelinase | hit rate 0.006% among 340,000 | Potency, µM (top dose mostly 57.5 µM), for inactives: top-dose activity change, negative = inhibition, most hits filed as inhibitors | placental ASM, HMU-PC fluorogenic substrate, 60 min | P17405; also: potency is read from the fitted curve at half-maximal effect
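Steps: dispense placental human ASM, pin compound, wait 10 min at room temperature, add HMU-PC0 substrate at 9 uM final, incubate 60 min at 37 °C, add stop solution raising pH to 10, read fluorescence.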
PTAP TSG101 blk: blocks PTAP/TSG101 interaction to inhibit HIV-1 budding | Q99816 | Fluorescence polarization, FITC-PTAP peptide / Tsg101 binding | Potency, µM (highest dose often 115 µM), for inactives: at the top dose activity change, negative = inhibition, actives largely listed as inhibitors | 340,000 tested, under 10 active; active = well fitted inhibition curve with a large enough effect in the main read-out, with a control signal flat, not every such curve was filed as active; inconclusive = small, poorly fitted or top-dose-only effect, or effect the other way, or a change in a side signal; inactive = no such curve, though single readings can be large or run the other way; also: potency is read from the fitted curve at half-maximal effect; % of control where 0% means no effect
Target sequence (Q99816 whole entry, looked up): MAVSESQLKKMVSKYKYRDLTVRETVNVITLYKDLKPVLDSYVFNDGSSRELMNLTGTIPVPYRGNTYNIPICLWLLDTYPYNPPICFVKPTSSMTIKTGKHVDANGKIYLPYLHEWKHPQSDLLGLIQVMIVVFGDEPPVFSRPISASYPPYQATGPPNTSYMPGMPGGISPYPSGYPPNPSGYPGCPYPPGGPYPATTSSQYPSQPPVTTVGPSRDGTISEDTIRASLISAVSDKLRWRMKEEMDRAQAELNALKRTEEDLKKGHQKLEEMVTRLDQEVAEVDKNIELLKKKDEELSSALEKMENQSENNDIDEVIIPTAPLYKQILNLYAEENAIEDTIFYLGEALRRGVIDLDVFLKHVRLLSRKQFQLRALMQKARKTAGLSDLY
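Compounds were pin-transferred onto Tsg101 binding domain (10 uM final) in HEPES pH 7.5 buffer, then FITC-PTAP peptide was added at 50 nM final. After 20 min at RT, polarization reported peptide displacement across a qHTS concentration series.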
ELG1 repair inh: inhibitors of ELG1-dependent DNA repair in HEK293T cells. HEK293T ELG1-luciferase reporter, luminescence, 16 h; DNA damage induced by 5-fluorouridine. hit rate 2.3% among 330,000. Potency, µM (doses to about 46.1 µM), for the others: top-dose activity change, negative = inhibition, usual class: inhibitors; also: potency is read from the fitted curve at half-maximal effect; % is scaled to controls: 0 for no effect and ±100 for the full control effect; nearly all actives have a fitted effect of over 55% in size
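Reporter activity after DNA damage by 5-fluorouridine is monitored. Compound-treated cells incubate 16 hr at 37 °C, then ONE-Glo is added for 30 min before luminescence reading.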
BCR signal inh: chronic active BCR signaling inhibition; ABC-DLBCL IkBa-CBG/CBR reporter, luminescence ratio, 4 h; hit rate 0.05% among 340,000; AID 493014; Potency, µM (highest dose often 46.1 µM), for the others: top-dose ratio change, negative = lower green/red ratio, usual class: inhibitors; active = well fitted inhibition curve with a large enough effect in the signal ratio, with a control signal flat, not every such curve was filed as active; inconclusive = small, poorly fitted or top-dose-only effect, or effect the other way, or a change in a side signal; the % refers to the signal ratio;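 also: potency is read from the fitted curve at half-maximal effect; plate controls were basal doxycycline-induced cells for no effect and cells given 10 µM MG132 for full effect; MG132 reads +100%, hits lower the ratio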
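Doxycycline induced both beetle luciferases in TMD8 lymphoma cells; IKK-driven degradation limits the IkappaBalpha-fused green signal, while red luminescence normalises for cell number and nonspecific effects. Compounds tested up to 46 uM, 4 hrs.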
Eya2 phos inh: Eya2 (human) phosphatase inhibition; O00167; recombinant Eya2, OMFP fluorescence dephosphorylation (OMFP is methylfluorescein phosphate); Potency, µM (doses to about 76.9 µM), for inactives: top-dose activity, negative = inhibition, hits mostly inhibitors; hit rate 0.006% among 330,000; AID 488837; also: potency is read from the fitted curve at half-maximal effect; % is scaled to controls: 0 for no effect and ±100 for the full control effect
Target sequence (O00167 whole entry, looked up): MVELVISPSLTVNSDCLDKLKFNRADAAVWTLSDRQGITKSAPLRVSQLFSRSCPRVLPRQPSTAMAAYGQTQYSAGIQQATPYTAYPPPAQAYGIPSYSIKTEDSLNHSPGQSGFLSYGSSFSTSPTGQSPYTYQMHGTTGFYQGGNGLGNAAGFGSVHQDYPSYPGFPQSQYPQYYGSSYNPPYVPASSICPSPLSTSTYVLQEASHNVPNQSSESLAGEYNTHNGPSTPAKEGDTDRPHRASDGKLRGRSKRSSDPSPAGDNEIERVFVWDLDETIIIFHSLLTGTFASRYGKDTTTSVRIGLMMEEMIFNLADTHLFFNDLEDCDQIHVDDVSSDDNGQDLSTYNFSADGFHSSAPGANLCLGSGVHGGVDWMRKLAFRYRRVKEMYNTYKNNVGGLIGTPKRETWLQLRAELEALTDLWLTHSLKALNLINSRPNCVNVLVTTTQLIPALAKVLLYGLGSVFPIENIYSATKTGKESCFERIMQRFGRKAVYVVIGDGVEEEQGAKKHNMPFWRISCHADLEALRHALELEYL
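Eya2 protein (added as 0.2 uM solution) was preincubated with compound for 10 min at ambient temperature in 50 mM HEPES pH 7.5, 50 mM NaCl, 5 uM MgCl2, 0.05% BSA, 1 mM DTT. OMFP (added at 50 uM) then reacted 10 min; fluorescence read at 485/525 nm.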
Mito fusion act: mitochondrial division inhibition or fusion activation | S. cerevisiae fusion-defective mutant growth rescue, CellTiterGlo 48 h | hit rate 0.23% among 320,000 | Potency, µM (top dose mostly 46.1 µM), for inactives: at the highest dose growth rescue (activation), actives largely listed as activators;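 also: potency is read from the fitted curve at half-maximal effect; % of control where 0% means no effect; nearly all actives have a fitted effect of over 45% in size; temperature-sensitive fusion mutants such as fzo1-1 at 37 °C on non-fermentable ethanol glycerol medium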
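S. cerevisiae fusion-defective temperature-sensitive mutants (e.g. fzo1-1, mgm1-5) grown 48 h at 37C in YPEG (ethanol/glycerol non-fermentable) medium with 23 nl compound per well; growth rescue read as CellTiterGlo luminescence.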
A-T KAP1 phos: candidate therapy for ataxia-telangiectasia; […] A-T fibroblasts, KAP-1 phosphorylation AlphaLISA; neocarzinostatin DNA damage 30 min before lysis; Potency, µM (doses to about 57.5 µM), for the others: at the highest dose activation, usual class: activators; hit rate 0.19% among 320,000; also: potency is read from the fitted curve at half-maximal effect; % of control where 0% means no effect; nearly all actives have a fitted effect of over 45% in size
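ATM-like activity read as KAP-1 phosphorylation via AlphaLISA donor/acceptor antibody pairs after lysis and 6 hr at 25C. Cells were ATM-null patient fibroblasts ([…], hTERT), dosed 60 min, then exposed to the DSB inducer NCS for 30 min.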
Integrin act MD: activators of alpha7 integrin expression for muscular dystrophy; alpha7betagal myoblasts, beta-gal FDG fluorescence, 48 h; Potency, µM (series often up to 38.3 µM), for the others: top-dose activation, most hits filed as activators; hit rate 0.064% among 350,000;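 also: potency is read from the fitted curve at half-maximal effect; 100% = response of the positive control SU9516; nearly all actives have a fitted effect of over 60% in size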
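alpha7betagal+/- myoblasts (passage 13, 250/well) treated 48 h at 37C with compounds at 1:260 dilution of DMSO stock. Lysed, then beta-galactosidase activity read as FDG fluorescence (ex 480/em 540) after 30 min, with pre-read for autofluorescence.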
* hit, by the source's call; ? = inconclusive; . = no result given; & = joins results of further samples; [ ] = remark or other dose. Unless noted, calls follow the shape of the dose curve; as a rule, active = well fitted curve in the direction sought with a large enough effect; inconclusive = small, poorly fitted or top-dose-only effect, or another doubt; inactive = no such curve, though single readings can be large; an effect the other way counts as inactive or inconclusive.

SMILES	Tb PFK inh	TCR activator	TSHR antagonist	ASM inhibitor	PTAP TSG101 blk	ELG1 repair inh	BCR signal inh	Eya2 phos inh	Mito fusion act	A-T KAP1 phos	Integrin act MD
NC(=O)c1ccccc1-c1nc(-c2ccccc2)no1	-3%	.	5	-1%	-4%	?	?	12%	3%	4%	9%
CCN1CCN(CCCNC(=O)CN2C(=O)c3cccnc3Oc3ccc(Cl)cc32)CC1	2%	0%	0	5%	5%	4%	0%	-3%	6%	5%	0%
COc1ccc(C2c3ccsc3CCN2C(C)=O)cc1 (stereo not drawn)	4%	3%	-4	2%	-2%	0%	?	2%	1%	3%	21%
O=C(CNC(=O)c1cc(Cl)cc([N+](=O)[O-])c1)NC1CC1	-16%	8%	.	-1%	-3%	7%	-1%	2%	.	-1%	1%
CCOc1ccccc1C(=O)NCC(=O)NCC(C)(C)N1CCOCC1	-1%	-3%	26	0%	-7%	11%	2%	8%	-1%	3%	-19%
O=C(NN=C1CCCC1)c1ccc(O)cc1O	1%	-2%	11	1%	-4%	7%	?	-2%	1%	-12%	-11%
CCOCCCn1c(=S)[nH]c2cc(C(=O)NC3CCCC(C)C3C)ccc2c1=O (stereo not drawn)	-1%	8%	-6	-1%	-6%	?	0%	4%	1%	-1%	-7%
CSc1nnnn1-c1ccc(Cl)cc1	-7%	-8%	9	1%	-1%	?	-5%	1%	-4%	8%	17%
CCCCCCCN1C2=NCCCN2c2ccccc21	0%	-4%	12	0%	-13%	?	?	-7%	-3%	-5%	-60%[inhibitor]
O=C1N=C(N2CCOCC2)S/C1=C\c1cccs1	-1%	0%	5	-5%	-2%	?	-14%	-9%	-5%	4%	-2%
OCCN1CCN(CC(O)C(F)(F)F)CC1 (stereo not drawn)	-7%	-2%	11	6%	1%	-3%	-1%	0%	-1%	-1%	-20%
Cc1ccc2cc(CCNC(=O)c3ccc4c(c3)OCO4)c(=O)[nH]c2c1C	0%	-3%	2	5%	-3%	?	?	-10%	1%	17%	8%
COc1ccc(OC)c(NC(=O)CCNS(=O)(=O)c2ccc3[nH]c(=O)oc3c2)c1	1%	2%	-8	3%	-4%	-9%	2%	5%	-1%	1%	-29%
COc1ccc2c(C(=O)CN(C)C3CCCCC3)c[nH]c2c1	5%	-4%[46.1 µM]	-11	1%	-2%	21%	?	5%	-6%	1%	9%
CCNc1nc(NCC)n2c(SCC(=O)Nc3ccccc3)nnc2n1	0%	.	-7	3%	1%	6%	6%	-28%	2%	1%	19%
O=S(=O)(c1cccc(C(F)(F)F)c1)N1CCC(c2cc(-c3cccc4ccccc34)n[nH]2)CC1	-1%	-2%	-16	-4%	-2%	-4%	?	-11%	0%	-2%	-10%
COc1ccc(-c2cn(CCO)nc2-c2ccc(OC)cc2)cc1	2%	4%	-6	-2%	-4%	-3%	-5%	-11%	1%	-17%	2%
COc1cc(CN2CCCC(C(=O)c3ccccc3SC)C2)cc(OC)c1 (stereo not drawn)	-4%	0%	7	1%	-11%	?	-2%	-5%	-6%	9%[11.5 µM]	24%
CSc1ccccc1NC(=O)COc1ccc(Cl)cc1C	1%	11%[46.1 µM]	-15	1%	0%	?	-19%	-21%	12%	23%	22%
Cc1cccc(C)c1-n1cccc1/C=C1\SC(=S)N(c2cccc(C(=O)O)c2)C1=O	-1%	-3%	-8	-27%	2%	?	?	-13%	-4%	-4%	9%
O=Nc1ccc(NOC(=O)c2ccccc2)cc1	-3%	-3%[46.1 µM]	9	-2%	-2%	-18%	0%	-3%	-2%	-3%	-32%
CCCNC(=O)c1ccc(N2CCC3(CC2)CC(c2ccccc2)=NO3)c(NC(=O)c2ccco2)c1	0%	1%	-7	?	0%	5.8µM*	13%	-2%	8%	5%	-23%
Oc1cc(O)cc(/C=C/c2ccc(O)c(O)c2)c1	8.5µM*	1%	-19&4	35%[activator]	0%	?	-15%	-1%&-1%	?	-14%	.
COc1ccccc1OCCNC(=O)c1cccc(S(=O)(=O)N2CC(C)OC(C)C2)c1 (stereo not drawn)	3%	0%	-12	-4%	.	?	0%	3%	2%	17%	-4%
Cc1cccc(CS(=O)(=O)c2cn(CC(=O)N3CCOCC3)c3ccccc23)c1	3%	4%	-5	-2%	-1%	11%	?	-1%	-2%	15%	4%
COc1ccc(OC)c(C2=NOC(C(=O)N3CCN(c4ccccc4)CC3)C2)c1 (stereo not drawn)	-4%	3%	1	-2%	-3%	-6%	?	6%	3%	4%	18%
Clc1ccccc1-c1nc(-c2ccc(Br)o2)no1	-2%	-4%	-8	-1%	-3%	?	-4%	1%	-7%	15%	-40%
C=CCn1cc(-c2ccc(Cl)cc2)cc(C#N)c1=O	2%	-2%	-3	132%[activator]	-1%	5%	-3%	3%	1%	.	23%
CC(C)OC(=O)c1c(NC(=O)c2cccs2)sc2c1CCCC2	1%	.	12	28%	-1%	1%	0%	12%	-3%	14%	2%[7.66 µM]
CC(Oc1ccccc1)c1ccnc2nc(N3CCOCC3)nn12 (stereo not drawn)	1%	-4%	0	62%[activator]	-1%	-8%	3%	-10%	-4%	6%	16%
Cc1ccc2c(c1)C(O)(C1COC(C)(C)CC1=O)C(=O)N2C (stereo not drawn)	-4%	-3%	-10	-1%	0%	7%	?	9%	-2%	1%	0%
COc1ccccc1C(CNC(=O)c1cccc(NS(=O)(=O)c2ccc(Br)cc2)c1)N(C)C (stereo not drawn)	-5%	-5%	7	0%	2%	-6%	-5%	-14%	-3%	-1%	-20%
CC1Cc2cc(/C(O)=C3/C(=O)C(=O)N(CCCn4ccnc4)C3c3ccncc3)ccc2O1 (stereo not drawn)	-14%	6%	23	0%	-3%	2%	5%	4%	-1%	-1%	16%
CC(C)CCN1C(=O)CCC1(C)C(=O)NC1CCCCCCC1 (stereo not drawn)	-2%	-1%	-2	-1%	-1%	0%	21%	-4%	-1%	.	3%
O=C(NCc1ccccc1)/C(NC(=O)c1ccccc1)=C(/Sc1ccccn1)c1ccccc1	0%	2%[46.1 µM]	-5	0%	1%	?	-12%	3%	1%	-3%	-23%
O=C(CCc1ccccc1)Nc1ccccc1C(F)(F)F	1%	5%	-6	4%	-1%	-10%	?	-18%	4%	0%	19%
CCNC(=S)N1CC(C)OC(C)C1 (stereo not drawn)	-3%	3%	4	3%	-3%	15%	-2%	4%	1%	-5%	-7%
O=C(NC1CCCC1)C(c1ccccn1)N(Cc1ccc(F)cc1)C(=O)c1csnn1 (stereo not drawn)	1%	6%	7	3%	1%	12%	-1%	-19%	2%	0%	0%
CN(C)c1ccc(P(=O)(CC(=O)N/N=C/c2ccc(C#N)cc2)OCCCl)cc1 (stereo not drawn)	2%	-2%	-2	-2%	-2%	-12%	-28%	13%	-6%	0%	5%
COc1ccc(-n2c(Cc3cccn3C)nnc2SCC(=O)Nc2nc(C)cs2)cc1	2%	-6%[46.1 µM]	-12	0%	1%	-6%	1%	0%	-7%	-1%	0%
CC(C)(C)OC(=O)N1Cc2ccccc2C[C@H]1C(=O)O	1%	-11%	4	1%	-1%	9%	5%	2%	1%	9%	-5%
COc1ccc(-c2ccc(SCC(=O)N3CCOCC3)nn2)cc1OC	6%	0%	13	3%	-2%	26%	?	19%[15.4 µM]	-2%	16%	25%
Clc1ccc(-c2nnc3n2CCCC3)cc1Cl	1%	-2%	6	-1%	-14%	1%	-8%	8%	4%	2%	-5%
CCN(CC)C(=O)c1cccc(NC(=O)C2=COCCO2)c1	-3%	0%	1	9%	-3%	?	-1%	12%	2%	1%	1%

2 neighbouring compounds from above:
SMILES	Tb PFK inh	TCR activator	TSHR antagonist	ASM inhibitor	PTAP TSG101 blk	ELG1 repair inh	BCR signal inh	Eya2 phos inh	Mito fusion act	A-T KAP1 phos	Integrin act MD
NC(=O)c1ccccc1-c1nc(-c2ccccc2)no1	-3%	.	5	-1%	-4%	?	?	12%	3%	4%	9%
CCN1CCN(CCCNC(=O)CN2C(=O)c3cccnc3Oc3ccc(Cl)cc32)CC1	2%	0%	0	5%	5%	4%	0%	-3%	6%	5%	0%
